Assay outcomes (PubChem)
EPAC2 agonist: qHTS for Agonist of cAMP-regulated guanine nucleotide exchange factor 4 (EPAC2): primary screen. 0.079% of 360,000 active. AID 720711, 2013. EPAC2 activation, biochemical qHTS; response scale: 100% = 6.5 mM cAMP response. Rap guanine nucleotide exchange factor 4 (Homo sapiens), Q8WZA2. Potency, µM (titrated, usually from 154 µM), for the others: top-dose activation, usual class: activators; further: potency means the concentration at half of the fitted maximal effect; nearly all actives have a fitted effect of over 50% in size
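Setup: EPAC2 100 nM, labeled Rap1B complex 250 nM, free GDP 50 uM. Compound titrations pinned in, brief spin, 5 min room temperature incubation. Kinetic fluorescence read over 30 min, normalized to 6.5 mM cAMP.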
Abeta yeast res: qHTS for compounds that reverse cellular toxicity of Amyloid beta (A-beta) peptide in yeast: Primary Screen; yeast expressing A-beta42, growth rescue, OD600, 48 h; response scale: 0% DMSO, 100% iron-clioquinol control; Potency, µM (doses to about 46.1 µM), for inactives: top-dose growth rescue, actives largely listed as activators; 0.063% of 410,000 active; further: potency means the concentration at half of the fitted maximal effect; nearly all actives have a fitted effect of over 55% in size
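Growth rescue measured by 600 nm absorbance after 48 h yeast culture at 30 C with compound. Values normalized between DMSO and an equimolar ferric chloride plus clioquinol control.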
FUS suppressor: qHTS for Suppressors of FUS Proteinopathy: Primary screen using FUS-linked yeast assay. S. cerevisiae FUS-expressing, growth rescue, OD600, 24 h. Potency, µM (titrated, usually from 76.6 µM), without a hit: at the top dose growth rescue (activation), hits mostly activators. 0.24% of 390,000 active;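 further: potency means the concentration at half of the fitted maximal effect; plate controls were DMSO vehicle for no effect and reference control for full effect; nearly all actives have a fitted effect of over 55% in size; some results filed as inactive show a strong effect at the top dose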
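Cultures pregrown in 2.5% raffinose medium are shifted to minimal medium containing 2% galactose to express toxic FUS. Compounds are tested at several concentrations. After 24hr at 30C, growth is quantified at 600 nm absorbance.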
aSyn rescue: qHTS of alpha-syn Inhibitors. Yeast expressing alpha-synuclein, growth rescue, BacTiter-Glo, 24 h. Potency, µM (top dose mostly 46.1 µM), inactives show top-dose growth rescue (activation), hits mostly activators. 0.14% of 370,000 active; further: potency means the concentration at half of the fitted maximal effect; % of control where 0% means no effect; nearly all actives have a fitted effect of over 65% in size
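Rescue of yeast growth: cells expressing toxic alpha-synuclein, induced in galactose at OD600 0.02, incubated with compound 24 h at 30 C. ATP luminescence quantified growth; inhibitors of toxicity appear as activators.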
TDP43 rescue: qHTS of TDP-43 Inhibitors; Potency, µM (doses to about 46.1 µM), for inactives: top-dose growth rescue (activation), most hits filed as activators; 1.8% of 410,000 active; TDP-43 expressing yeast growth rescue, BacTiter-Glo, 24 h; AID 652104, 2013; further: potency means the concentration at half of the fitted maximal effect; % of control where 0% means no effect; nearly all actives have a fitted effect of over 50% in size
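Readout is BacTiter-Glo luminescence of cell growth, so inhibitors register as activators. TDP-43-expressing yeast at OD600=0.02 in galactose medium, after raffinose pregrowth to mid-log, were incubated with compound for 24 hr at 30 deg C.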
DRD3 agonist: qHTS of D3 Dopamine Receptor Agonist: qHTS; 0.58% of 410,000 active; max activation, %; AID 652048, 2013; D3R DiscoveRx beta-arrestin cells, luminescence, 90 min; in the data active means max activation above about 30%; further: 0% is about no effect; mostly tested at two doses, the higher about 12 µM
Target sequence (P35462 whole entry, looked up): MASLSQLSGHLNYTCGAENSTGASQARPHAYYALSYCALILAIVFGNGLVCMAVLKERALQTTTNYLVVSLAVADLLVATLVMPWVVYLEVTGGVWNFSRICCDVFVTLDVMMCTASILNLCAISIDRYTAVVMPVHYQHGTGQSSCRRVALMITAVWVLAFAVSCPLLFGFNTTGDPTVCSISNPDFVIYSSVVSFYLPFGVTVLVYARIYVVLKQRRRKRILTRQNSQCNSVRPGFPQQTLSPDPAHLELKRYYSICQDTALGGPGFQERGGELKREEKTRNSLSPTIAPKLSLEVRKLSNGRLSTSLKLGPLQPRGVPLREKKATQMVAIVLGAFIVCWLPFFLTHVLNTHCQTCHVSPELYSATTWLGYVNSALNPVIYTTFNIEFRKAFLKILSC
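Agonist mode: compounds and dopamine controls were applied to plated cells for 90 min at 37 degrees C after an overnight attachment at 1500 cells/well. Luminescent read-out followed 30 - 60 minutes at room temperature with DiscoveRx detection reagent.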
EPAC2 antag: qHTS for Antagonist of cAMP-regulated guanine nucleotide exchange factor 2 (EPAC2): primary screen | 0.18% of 360,000 active | Rap guanine nucleotide exchange factor 4 (Homo sapiens), Q8WZA2 | Potency, µM (top dose mostly 114 µM), for inactives: top-dose activity, negative = inhibition, actives largely listed as inhibitors | EPAC2 GEF exchange of Rap1B-BODIPY-GDP, fluorescence; further: potency means the concentration at half of the fitted maximal effect; on the % scale 0 is the no-effect control and ±100 the full control effect; nearly all actives have a fitted effect of over 45% in size; many of its hits are not listed in these tables
DRD3 antagonist: qHTS of D3 Dopamine Receptor Antagonist: qHTS; D3R cells, DiscoveRx beta-arrestin luminescence, antagonist mode; hits give low values; max response, negative = inhibition, %; 2.5% of 360,000 active; AID 652054, 2013; in the data active means max response below about -50%; inconclusive means no clear call, values can overlap the other calls; further: on the % scale 0 is the no-effect control and ±100 the full control effect; mostly tested at two doses, the higher about 12 µM
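Cells plated overnight at 1500 cells/well, then exposed to library compounds with dopamine controls for 90 minutes at 37 degrees C. DiscoveRx reagent added for 30–60 minutes at room temperature; luminescence read, quantitative HTS format.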
The depositor's hits bear a star; ? = inconclusive; / = no result given; & = joins results of further samples; [ ] = dose if it differs, or a comment. Unless noted, the call rests on the fitted dose curve; in most records, active means well fitted curve in the direction sought with a large enough effect; inconclusive means small, poorly fitted or top-dose-only effect, or another doubt; inactive means no such curve, though single readings can be large; an effect the other way counts as inactive or inconclusive. The list is partial. The share of hits here may be higher or lower than overall.

[1] COc1ccccc1-c1cc(C(=O)Nc2sc3c(c2C#N)CCCC3)no1
[2] CCSC(=N)N
[3] C=CCNC(=S)NNC(=O)c1ccc(OCCC)cc1
[4] O=C(O)CCc1nn2c3ccccc3nc2n(CCN2CCCCC2)c1=O
[5] CC1=NN(c2ccccc2)C(=O)/C1=C/c1ccc(-c2ccc(C)c(C(=O)O)c2)o1
[6] Cc1cccc(NC(=S)N2CCN(Cc3ccccc3)CC2)c1C
[7] CC1=C(C(=O)N(C(C)C)C(C)C)CC(CC(=O)NCc2ccco2)C(=O)N1CCCN1CCCC1=O (stereo not given)
[8] CN(Cc1ccc(Cl)cc1)C(=O)c1ccc(S(=O)(=O)NCc2ccco2)cc1

assay / entry	1	2	3	4	5	6	7	8
DRD3 agonist	-10	20	-11	2	-5	-3	4	-6
Abeta yeast res	-12%	-10%	-4%	7%	4%	6%	-11%	11%
FUS suppressor	10%	-32%	22%	-20%	20%	-16%	-23%	34%
EPAC2 antag	/	9%	4%	-1%	-15%	-10%	-2%	-14%
EPAC2 agonist	/	0%	1%	6%	11%	-3%	4%	7%
aSyn rescue	/	2%&-2%	-13%	3%	0%	0%	-5%	2%
DRD3 antagonist	/	0	57	6	61	-7	-6	-24
TDP43 rescue	8%	21%	-6%	6%	-11%[1.82 µM]	5%	7%	22%

[9] CC(=O)Nc1c(S(=O)(=O)c2ccccc2)c2nc3ccccc3nc2n1Cc1ccccc1
[10] COc1ccc(Cl)cc1S(=O)(=O)N1CCCC(C(=O)NCC(N)=O)C1 (stereo not given)
[11] CCN(C(=O)c1cc2c(s1)-c1ccccc1OC2)c1cc(OC)ccc1OC
[12] O=C(NCc1ccc(F)cc1)C1CCCN1C(=O)Nc1ccccc1 (stereo not given)
[13] Cc1sc(NC(=O)c2ccco2)c(C(c2ccncc2)N2CCOCC2)c1C (stereo not given)
[14] N/C(=N\N=C\c1cccs1)SC1CC(=O)N(c2cccc([N+](=O)[O-])c2)C1=O (stereo not given)
[15] Cc1ccc(N2C(=O)CC(Cc3ccc(Cl)cc3)C2=O)cc1 (stereo not given)
[16] CCc1ccc(/C=C(/C#N)C(N)=S)s1

assay / entry	9	10	11	12	13	14	15	16
DRD3 agonist	4	0	-12	-11	-2	-6	3	-6
Abeta yeast res	3%	29%	-10%	9%	-5%	-6%	22%	0%
FUS suppressor	-8%	11%	?	-24%	25%	0%	-1%	8%
EPAC2 antag	-1%	23%	-12%	23%	3%	-3%	-17%	4%
EPAC2 agonist	2%	4%	21%	16%	11%	8%	8%	6%
aSyn rescue	4%	-3%	-2%	-5%	-5%	-4%	5%	-5%
DRD3 antagonist	59	0	-54*	-15	13	-25	-21	-8
TDP43 rescue	16%	0%	-2%	-27%	-8%	6%	26%	-9%

[17] CCc1ccc(NC(=O)CSc2nnc(Cc3cccn3C)n2-c2ccc(F)cc2)cc1
[18] CCCCNc1c([N+](=O)[O-])cc(C(=O)O)cc1[N+](=O)[O-]
[19] COc1ccc(CCNC(=O)/C(=C/c2cccnc2)NC(=O)c2ccccc2)cc1OC
[20] CNC(=O)C1(C)CCN1C(=O)c1ccccc1CCc1ccccc1 (stereo not given)
[21] C=CCn1c(-c2ccoc2C)n[nH]c1=S
[22] O=C(NCc1cc(Cl)cc(Cl)c1)c1ccc2nc([C@@H]3O[C@H](CO)[C@@H](O)[C@H]3O)[nH]c2c1
[23] CS/C(=C\[N+](=O)[O-])Nc1ccccc1
[24] COCCCNC(=O)CCCC(=O)NCCCOC

assay / entry	17	18	19	20	21	22	23	24
DRD3 agonist	4	-10	3	-7	-8	2	4	-4
Abeta yeast res	30%	6%	-3%	-16%	-13%	-3%	7%	4%
FUS suppressor	41%	/	-11%	-12%	12%	-15%	9%	3%
EPAC2 antag	-21%	-4%	-1%	-14%	-3%	-3%	1%	2%
EPAC2 agonist	13%	13%	5%	21%	11%	9%	1%	5%
aSyn rescue	?	-8%	-4%	-8%	-8%	-4%	-2%	-1%
DRD3 antagonist	-11	-27	8	-17	17	52	-12	7
TDP43 rescue	9%	-1%	18%	-5%	-11%	22%	8%	-4%

[25] CC(=O)NC(CC(=O)N(C)C1CCCCC1)c1ccccc1 (stereo not given)
[26] O=C1C=C(c2ccc(C(=O)O)cc2)C[C@@H](c2ccc3c(c2)OCO3)C1
[27] Cc1cc(-c2ccc(S(=O)(=O)N3CCN(c4ccccc4F)CC3)s2)on1
[28] Cc1cccc(N2CCN(S(=O)(=O)c3ccc4c(c3)CCCN4C(=O)C3CCC3)CC2)c1C
[29] CCOC(=O)C1=NN(c2ccc(Cl)cc2)C(=O)C1
[30] CCC(Cc1ccccc1)NC(=O)c1ccc2nc(N3CCC(C)CC3)sc2c1 (stereo not given)
[31] CCN(CC(=O)Nc1ccccc1C(F)(F)F)C(=O)CCS(=O)(=O)c1ccc(C)cc1
[32] COc1cc(C(=O)NCCNc2nc3c(C)c(C)ccc3cc2C#N)cc(OC)c1OC

assay / entry	25	26	27	28	29	30	31	32
DRD3 agonist	8	-7	-5	2&0	-7	2	1	1
Abeta yeast res	17%	14%	-10%	11%&-18%	-6%	-6%	-4%	4%
FUS suppressor	6%	8%	3%	?	-33%	-2%	6%	-13%
EPAC2 antag	2%	-28%	-4%	6%	-3%	/	0%	-18%
EPAC2 agonist	12%	4%	-2%	14%	16%	/	-4%	-7%
aSyn rescue	1%	?	6%	10%	-9%	/	-6%	0%
DRD3 antagonist	2	-5	-18	-10	-25	/	2	8
TDP43 rescue	-4%	-6%	19%	9%&6%	-1%	0%	-2%	20%

Full records as entered above. Order of screens: DRD3 agonist, Abeta yeast res, FUS suppressor, EPAC2 antag, EPAC2 agonist, aSyn rescue, DRD3 antagonist, TDP43 rescue
Shown for Cc1cccc(N2CCN(S(=O)(=O)c3ccc4c(c3)CCCN4C(=O)C3CCC3)CC2)c1C = 2&0, 11%&-18%, ?, 6%, 14%, 10%, -10, 9%&6%
Shown for CCOC(=O)C1=NN(c2ccc(Cl)cc2)C(=O)C1 = -7, -6%, -33%, -3%, 16%, -9%, -25, -1%
Shown for O=C1C=C(c2ccc(C(=O)O)cc2)C[C@@H](c2ccc3c(c2)OCO3)C1 = -7, 14%, 8%, -28%, 4%, ?, -5, -6%
Shown for COc1cc(C(=O)NCCNc2nc3c(C)c(C)ccc3cc2C#N)cc(OC)c1OC = 1, 4%, -13%, -18%, -7%, 0%, 8, 20%
Shown for CCN(CC(=O)Nc1ccccc1C(F)(F)F)C(=O)CCS(=O)(=O)c1ccc(C)cc1 = 1, -4%, 6%, 0%, -4%, -6%, 2, -2%

Next part:
[33] COc1ccc(CCNc2nc3ccccc3n3cnnc23)cc1OC
[34] CCNC(=S)N(CCc1ccccc1C)Cc1cc2cc(OC)c(OC)cc2[nH]c1=O
[35] C/C(=N\Nc1nc(N2CCOCC2)nc(N2CCOCC2)n1)c1cccs1
[36] COc1ccccc1OCC(=O)Nc1ccc(S(=O)(=O)N2CCOCC2)cc1
[37] CCOc1ccc(-c2cn(-c3ccc(C)cc3)c(SCC(=O)Nc3ccc(C)cc3)n2)cc1
[38] COc1cc2cc(Oc3ccc4ccc(=O)oc4c3)c(=O)oc2cc1O[C@@H]1O[C@H](CO)[C@@H](O)[C@H](O)[C@H]1O
[39] O=C(Cn1cnc2c(OCc3ccccc3)ncnc21)NCc1ccccn1
[40] Cc1nc(N2CCCC2)ncc1C(=O)N1CCN(c2ccc(Cl)cc2)CC1

assay / entry	33	34	35	36	37	38	39	40
DRD3 agonist	9	3	3	-2	7	17	0	3
Abeta yeast res	-8%	14%	-17%	5%	1%	-3%	-3%	-2%
FUS suppressor	-7%	-2%	-5%	6%	-15%	5%	-11%	8%
EPAC2 antag	-9%	-7%	7%	-5%	/	-5%	-13%	/
EPAC2 agonist	1%	2%	8%	11%	/	-11%	12%	/
aSyn rescue	1%	3%	0%	3%	/	-1%	-2%	/
DRD3 antagonist	19	1	-7	-2	/	14	-67*	/
TDP43 rescue	4%	0%	-10%[9.22 µM]	-8%	0%[9.22 µM]	24%	4%	29%

[41] CCCCNC(=O)c1ccc2c(c1)N(CC)C(=O)c1ccccc1S2
[42] COc1cccc(COCC(O)CN2CCC(C(N)=O)CC2)c1 (stereo not given)
[43] O=C(OCC(=O)N1CCC(Cc2ccccc2)CC1)c1cccnc1Cl
[44] CC(C)(C)n1ncc2c(=O)n(CC(=O)N3CCCc4ccccc43)cnc21
[45] O=C(Nc1cccc(Cl)c1)Nc1csc([N+](=O)[O-])c1
[46] Nc1ccccc1Oc1ccc2ccccc2c1
[47] COc1ccc(CCN2CC3=C(C2=O)C(c2ccccc2)NC(=O)N3C)cc1OC (stereo not given)
[48] CCOc1cc(-c2noc(CCC(=O)NCC3CCCO3)n2)ccc1OC (stereo not given)
[49] O=C(CSc1nnc(COc2cccc3ccccc23)o1)N1CCN(C(=O)c2ccco2)CC1
[50] CCOc1ccc(C(CCc2ccccc2)NC(=O)c2ccccc2F)cc1OCC (stereo not given)
[51] O=C(Nc1cccc(Cl)c1N1CCOCC1)c1cccnc1

assay / entry	41	42	43	44	45	46	47	48	49	50	51
DRD3 agonist	19	0	-7	-5	20	-1	0	-6	4	-24	11
Abeta yeast res	6%	-19%	4%	-9%	-19%	-38%[inhibitor]	2%	-8%	0%	3%	-15%
FUS suppressor	16%	-15%	17%	2%	-17%	-10%	10%	17%	12%	25%	10%
EPAC2 antag	/	-1%	2%	0%	-3%	?	2%	3%	-2%	3%	-5%
EPAC2 agonist	/	-8%	8%	12%	17%	21%	4%	7%	18%	-5%	10%
aSyn rescue	/	4%	15%	1%	-8%	-43%[inhibitor]	21%	-1%	6%	-7%	-5%
DRD3 antagonist	/	13	-17	1	-29	4	2	-7	-1	?	-14
TDP43 rescue	-1%	-20%	9%	-7%	8%	-71%[inhibitor]	-32%[inhibitor]	-13%	-1%	0%	19%
